Tn6 DDE FP = inhibitors of Tn6 peptide binding to fibrin DD(E), primary screen, biochemical, fluorescence polarization, human fibrin, Tn6 probe; Fibrinogen beta chain (Homo sapiens), P02675; Fibrin DD(E) TRITC-Tn6 fluorescence polarization displacement; inhibition, % at 8.3 µM; actives 0.21% (n = 370,000); AID 720509, 2013;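 active = inhibition above a per-campaign cutoff: mean of compounds within control limits plus 3 SD, cut at about 15% in these data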;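 also: 0% = median of all compound wells on the plate and 100% = blocking peptide control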
UHRF1 binding = UHRF1 methylated DNA binding inhibitors, primary screen, counter-screen for MBD2 inhibitor project, biochemical, TR-FRET, human UHRF1, single concentration. inhibition, % at 4.4 µM. UHRF1 binding to methylated oligo. E3 ubiquitin-protein ligase UHRF1 (Homo sapiens), Q96T88. actives 0.75% (n = 370,000); in the data active = inhibition above about 21%;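 also: UHRF1 SRA domain binding a hemimethylated CpG hairpin DNA probe; 0% = median of test compound wells and 100% = reference inhibitor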
ARFGAP1 inhibitor = inhibitors of rat ARFGAP1 GAP activity, primary screen, biochemical, fluorescence polarization, GDP tracer; ADP-ribosylation factor GTPase-activating protein 1 (Rattus norvegicus), Q62848; Arfgap1-stimulated ARF1 GTP hydrolysis, GDP FP detection; inhibition, % at 16.5 µM; actives 0.26% (n = 360,000); AID 651572, 2012;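 active = inhibition above a per-plate limit, mean inhibition of low control wells plus 3 SD, cut at about 25% in these data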;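 also: 0% = DMSO wells with enzyme and 100% = wells lacking Arfgap1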
Target sequence (Q62848 1-136 limits assumed): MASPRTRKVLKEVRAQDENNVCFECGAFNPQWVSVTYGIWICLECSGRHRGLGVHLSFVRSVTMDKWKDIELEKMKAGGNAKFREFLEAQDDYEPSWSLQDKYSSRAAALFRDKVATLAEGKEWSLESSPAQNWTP
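Material: truncated rat Arfgap1 GAP domain; Incubation: compound-enzyme preincubation 20 min, reaction 120 min, detection 60 min, 25 °C; Read-out: percent inhibition of Arfgap1-stimulated GTP hydrolysis; Technique: FP, GDP Alexa 633 tracer displaced from anti-GDP antibody, 620/688 nm; Controls: No-Arfgap1 wells (100%) versus DMSO full-reaction wells (0%); Replication: single well per compound.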
KLK7 zymogen act = proKLK7 zymogen activators, primary screen, biochemical, fluorescence intensity; actives 0.9% (n = 370,000); activation, % at 7 µM; AID 652039, 2013; purified proKLK7, EDANS-DABCYL substrate fluorescence; 100% is mature enzyme control, 0% vehicle;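 active = activation above the mean of all tested compounds plus 3 SD, computed per campaign excluding outliers beyond control limits, cut at about 13% in these data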
PLCg1 inh = PLC-gamma1 enzyme inhibitors, primary screen, biochemical, fluorescence, purified enzyme; fluorogenic substrate; inhibition, % at 12.2 µM; actives 0.84% (n = 370,000); AID 720700, 2013; in the data active = inhibition above about 9.5%
HGIII-sPLA2 inh = human group III sPLA2 inhibitors, primary screen, biochemical, QFRET, BODIPY PC-A2 liposome substrate. Group 3 secretory phospholipase A2 (Homo sapiens), Q9NZ20. QFRET BODIPY PC-A2 liposome hydrolysis, fluorescence. inhibition, % at 12.2 µM. actives 0.56% (n = 370,000). AID 743126, 2013;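 active = inhibition above mean plus 3 SD of compounds lying within the high and low control bounds, cut at about 19% in these data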;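 also: 0% = median of test compound wells and 100% = no enzyme DMSO wells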
Target sequence (Q9NZ20 whole entry, looked up): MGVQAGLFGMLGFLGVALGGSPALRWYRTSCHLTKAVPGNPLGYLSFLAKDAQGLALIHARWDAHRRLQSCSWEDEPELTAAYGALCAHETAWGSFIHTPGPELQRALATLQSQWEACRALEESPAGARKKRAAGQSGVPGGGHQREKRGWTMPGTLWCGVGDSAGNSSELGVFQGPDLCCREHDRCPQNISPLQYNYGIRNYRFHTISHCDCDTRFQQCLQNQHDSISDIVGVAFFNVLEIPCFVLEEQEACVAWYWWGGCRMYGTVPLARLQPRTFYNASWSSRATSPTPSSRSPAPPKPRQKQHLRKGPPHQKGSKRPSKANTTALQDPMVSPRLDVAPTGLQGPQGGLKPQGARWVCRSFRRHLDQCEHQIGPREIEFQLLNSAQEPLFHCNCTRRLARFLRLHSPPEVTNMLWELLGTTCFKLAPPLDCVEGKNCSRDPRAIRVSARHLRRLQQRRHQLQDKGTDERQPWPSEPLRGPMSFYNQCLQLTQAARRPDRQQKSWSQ
PLC-beta3 inh = human PLC-beta3 inhibitors, primary screen, biochemical, fluorescence. Purified PLC-beta3, fluorogenic substrate. actives 0.18% (n = 370,000). AID 720704, 2013. inhibition, % at 12.2 µM. 1-phosphatidylinositol 4,5-bisphosphate phosphodiesterase beta-3 (Homo sapiens), Q01970; in the data active = inhibition above about 11%;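 also: 0% = median of compound wells on plate and 100% = full blocker control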
ASAP1 inh = inhibitors of human ASAP1 ArfGAP activity, primary screen, biochemical, fluorescence polarization; Arf-GAP with SH3 domain, ANK repeat and PH domain-containing protein 1 (Homo sapiens), …; ASAP1-stimulated ARF1 GTP hydrolysis, GDP FP detection; inhibition, % at 16.5 µM; actives 0.19% (n = 360,000); AID 624377, 2012; in the data active = inhibition above about 25%;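 also: 0% = vehicle with enzyme and substrate and 100% = no enzyme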
Target sequence (Q9ULH1 325-724 limits assumed): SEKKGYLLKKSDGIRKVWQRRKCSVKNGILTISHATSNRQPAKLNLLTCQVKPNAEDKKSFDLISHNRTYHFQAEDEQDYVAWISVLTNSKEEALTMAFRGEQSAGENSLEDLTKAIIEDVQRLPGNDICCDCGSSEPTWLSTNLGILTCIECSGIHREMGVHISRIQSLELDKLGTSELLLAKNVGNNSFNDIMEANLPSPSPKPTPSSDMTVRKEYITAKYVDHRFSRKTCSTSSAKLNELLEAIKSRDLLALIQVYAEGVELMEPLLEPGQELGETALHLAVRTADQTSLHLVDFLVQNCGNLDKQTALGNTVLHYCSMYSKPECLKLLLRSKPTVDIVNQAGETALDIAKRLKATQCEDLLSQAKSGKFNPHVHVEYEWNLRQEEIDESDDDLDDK
DDE Tn7 FP inh = inhibitors of Tn7 peptide binding to fibrin DD(E), primary screen, biochemical, fluorescence polarization, human fibrin, Tn7 probe; Fibrinogen beta chain (Homo sapiens), P02675; actives 0.13% (n = 370,000); FP displacement of FITC-Tn7 peptide from fibrin DD(E); 0% = median of compound wells per plate; inhibition, % at 8.3 µM; AID 720508, 2013;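 active = inhibition above the mean of compounds falling within the control limits plus 3 SD of them, cut at about 14% in these data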;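 also: 0% = plate median of compound wells and 100% = 10 µM Aha-Tn7 peptide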
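Assay system: human fibrin DD(E). Input: DD(E) 2 µM final. Medium: Tris buffer with calcium and detergent, pH 7.8. Compound dosing: single point at 8.3 µM. Timing: 10 min plus 3 h, room temperature. Technique: fluorescence polarization of the labelled Tn7 tracer. Read-out: percent inhibition. Replicates: singlicate testing.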
NR1D1 modulator = modulators of Rev-erb alpha DNA binding, primary screen, biochemical, FITC-DNA, fluorescence polarization, uHTS | Nuclear receptor subfamily 1 group D member 1 (Homo sapiens), P20393 | Rev-erbα–FITC-DNA binding, 90 min | activity, % at 10 µM | actives 0.79% (n = 370,000) | AID 1259318, 2017;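 active = activity above about 14%, limit read from the data; passing the limit was not always enough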;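 also: 0% = DMSO wells with 35 nM protein and 100% = DMSO wells with 750 nM protein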
Starred values were filed as active, the others as inactive.

How did COc1ccc(C(CNC(=O)c2cccc(S(=O)(=O)N3CCOCC3)c2)N2CCCC2)cc1 (stereo not drawn) do in these assays?
Tn6 DDE FP: -4; UHRF1 binding: 2; ARFGAP1 inhibitor: 10; KLK7 zymogen act: -0.2; PLCg1 inh: 0; HGIII-sPLA2 inh: 8; PLC-beta3 inh: -7; ASAP1 inh: 11; DDE Tn7 FP inh: -1; NR1D1 modulator: 3

Results for COc1ccc(Br)cc1S(=O)(=O)N1CC(C)OC(C)C1 (stereo not drawn) ?
Tn6 DDE FP: 2; UHRF1 binding: 7; ARFGAP1 inhibitor: 4; KLK7 zymogen act: 0.1; PLCg1 inh: 4; HGIII-sPLA2 inh: 7; PLC-beta3 inh: 11*; ASAP1 inh: 6; DDE Tn7 FP inh: 8; NR1D1 modulator: 2

Results for O=C(Nc1ccc(CCC(=O)N2CCCC2)cc1)c1ncn[nH]1 ?
Tn6 DDE FP: 3; UHRF1 binding: 4; ARFGAP1 inhibitor: 4; KLK7 zymogen act: -0.1; PLCg1 inh: 3; HGIII-sPLA2 inh: 4; PLC-beta3 inh: 1; ASAP1 inh: 4; DDE Tn7 FP inh: -6; NR1D1 modulator: 2

Results for COc1cc2c(cc1OC)C(C(=O)Nc1ccccc1N1CCN(C)CC1)C1c3ccccc3CCN1C2=O (stereo not drawn) ?
Tn6 DDE FP: 4; UHRF1 binding: 4; ARFGAP1 inhibitor: 5; KLK7 zymogen act: 0.0; PLCg1 inh: 2; HGIII-sPLA2 inh: 5; PLC-beta3 inh: -3; ASAP1 inh: -3; DDE Tn7 FP inh: -3; NR1D1 modulator: 2

Results for CCc1cc2c3c(c1)C(C)CC(C)(C)N3C(=O)C2=O (stereo not drawn) ?
Tn6 DDE FP: 0; UHRF1 binding: -3; ARFGAP1 inhibitor: 4; KLK7 zymogen act: -0.1; PLCg1 inh: -5; HGIII-sPLA2 inh: 27*; PLC-beta3 inh: -115; ASAP1 inh: 13; DDE Tn7 FP inh: 6; NR1D1 modulator: 0

Results for COc1cccc(-c2nnc3sc(-c4ccccn4)nn23)c1 ?
Tn6 DDE FP: 9; UHRF1 binding: -3; ARFGAP1 inhibitor: 41*; KLK7 zymogen act: -0.4; PLCg1 inh: -5; HGIII-sPLA2 inh: 0; PLC-beta3 inh: -14; ASAP1 inh: 23; DDE Tn7 FP inh: 1; NR1D1 modulator: 1

What do the screens show for `Cc1ccc(NC(=O)CCNC(=O)c2ccc([N+](=O)[O-])cc2)cc1S(=O)(=O)N(C)C`?
Tn6 DDE FP: -9; UHRF1 binding: -2; ARFGAP1 inhibitor: 8; KLK7 zymogen act: 0.1; PLCg1 inh: 0; HGIII-sPLA2 inh: -5; PLC-beta3 inh: 2; ASAP1 inh: -5; DDE Tn7 FP inh: -5; NR1D1 modulator: 8

How did C/C(=N\NC(=O)CN1CCN(c2ccc(F)cc2)CC1)c1ccco1 do in these assays?
Tn6 DDE FP: 10; UHRF1 binding: -3; ARFGAP1 inhibitor: 10; KLK7 zymogen act: 0.1; PLCg1 inh: 2; HGIII-sPLA2 inh: -3; PLC-beta3 inh: -1; ASAP1 inh: 14; DDE Tn7 FP inh: -3; NR1D1 modulator: -6

Results for Cc1ccc(-c2nc3ccccc3s2)cc1NC(=O)c1ccc2c(c1)OCO2 ?
Tn6 DDE FP: -4; UHRF1 binding: -2; ARFGAP1 inhibitor: -5; KLK7 zymogen act: 0.3; PLCg1 inh: 2; HGIII-sPLA2 inh: 1; PLC-beta3 inh: 3; ASAP1 inh: 9; DDE Tn7 FP inh: 9; NR1D1 modulator: 10

How did COc1cc(OC)cc(-c2c(C#Cc3ccsc3)c3cc(-c4ccc5c(c4)OCO5)ccc3n2C)c1 do in these assays?
Tn6 DDE FP: 6; UHRF1 binding: -1; ARFGAP1 inhibitor: 18; KLK7 zymogen act: -7.2; PLCg1 inh: -20; HGIII-sPLA2 inh: 7; PLC-beta3 inh: -39; ASAP1 inh: 0; DDE Tn7 FP inh: -2; NR1D1 modulator: 26*

How did O=[N+]([O-])c1ccc(Sc2ccncn2)c([N+](=O)[O-])c1 do in these assays?
Tn6 DDE FP: 3; UHRF1 binding: -4; ARFGAP1 inhibitor: -7; KLK7 zymogen act: 0.2; PLCg1 inh: 9; HGIII-sPLA2 inh: 3; PLC-beta3 inh: 4; ASAP1 inh: 1; DDE Tn7 FP inh: 4; NR1D1 modulator: 4

What do the screens show for `CC1=CC(C)(C)n2c(O)c(N=NC(N)=S)c3cccc1c32`?
Tn6 DDE FP: -4; UHRF1 binding: -1; ARFGAP1 inhibitor: 6; KLK7 zymogen act: 0.6; PLCg1 inh: -1; HGIII-sPLA2 inh: 10; PLC-beta3 inh: -4; ASAP1 inh: -3; DDE Tn7 FP inh: -8; NR1D1 modulator: 0

What do the screens show for `O=[N+]([O-])c1cc(S(=O)(=O)N2CCOCC2)ccc1OCc1cccc(Cl)c1`?
Tn6 DDE FP: -6; UHRF1 binding: -2; ARFGAP1 inhibitor: -6; KLK7 zymogen act: -0.1; PLCg1 inh: -1; HGIII-sPLA2 inh: -5; PLC-beta3 inh: -3; ASAP1 inh: 12; DDE Tn7 FP inh: -6; NR1D1 modulator: 4

What do the screens show for `COC(=O)c1ccc(CNC(=O)C2CCC(=O)N(CCc3ccccc3)C2)cc1` (stereo not drawn)?
Tn6 DDE FP: 0; UHRF1 binding: -2; ARFGAP1 inhibitor: 11; KLK7 zymogen act: -0.4; PLCg1 inh: -1; HGIII-sPLA2 inh: 3; PLC-beta3 inh: -8; ASAP1 inh: -2; DDE Tn7 FP inh: 6; NR1D1 modulator: 5

How did COc1ccc(NC(=O)COC(=O)c2ccc(OCc3c(C)noc3C)cc2)cc1OC do in these assays?
Tn6 DDE FP: -2; UHRF1 binding: 1; ARFGAP1 inhibitor: 14; KLK7 zymogen act: 0.8; PLCg1 inh: -3; HGIII-sPLA2 inh: -12; PLC-beta3 inh: 0; ASAP1 inh: 0; DDE Tn7 FP inh: 2; NR1D1 modulator: -4

Results for Cc1cc(=O)oc2cc(OCC(=O)OCC(=O)N(CCC#N)c3ccccc3)ccc12 ?
Tn6 DDE FP: -8; UHRF1 binding: -1; ARFGAP1 inhibitor: 0; KLK7 zymogen act: 4.2; PLCg1 inh: -3; HGIII-sPLA2 inh: -3; PLC-beta3 inh: -11; ASAP1 inh: -9; DDE Tn7 FP inh: 3; NR1D1 modulator: -6

How did COCCCNc1ncnc2c1nc1n2CCCC1 do in these assays?
Tn6 DDE FP: 12; UHRF1 binding: -1; ARFGAP1 inhibitor: 10; KLK7 zymogen act: -0.2; PLCg1 inh: -1; HGIII-sPLA2 inh: -2; PLC-beta3 inh: 3; ASAP1 inh: -1; DDE Tn7 FP inh: 4; NR1D1 modulator: -4

How did COc1ccc(CNC(=O)N2CCN(c3cccc(Cl)c3)CC2)cc1OC do in these assays?
Tn6 DDE FP: 1; UHRF1 binding: 0; ARFGAP1 inhibitor: 7; KLK7 zymogen act: -0.4; PLCg1 inh: -2; HGIII-sPLA2 inh: -6; PLC-beta3 inh: -5; ASAP1 inh: 7; DDE Tn7 FP inh: -1; NR1D1 modulator: 4

Results for CCc1c(C)sc2nc(SCC(=O)Nc3cc(C)on3)n(CCOC)c(=O)c12 ?
Tn6 DDE FP: -1; UHRF1 binding: -6; ARFGAP1 inhibitor: 3; KLK7 zymogen act: -0.6; PLCg1 inh: 2; HGIII-sPLA2 inh: 5; PLC-beta3 inh: 0; ASAP1 inh: -8; DDE Tn7 FP inh: -3; NR1D1 modulator: 14

How did Cc1cc(/C=C(\C#N)c2nc3ccccc3[nH]2)c(C)n1C do in these assays?
Tn6 DDE FP: -2; UHRF1 binding: -4; ARFGAP1 inhibitor: 8; KLK7 zymogen act: -4.0; PLCg1 inh: -220; HGIII-sPLA2 inh: -17; PLC-beta3 inh: -244; ASAP1 inh: -19; DDE Tn7 FP inh: -6; NR1D1 modulator: 9

How did CC1=N/C(=C\c2ccc([N+](=O)[O-])cc2)C(=O)N1c1cc(Cl)ccc1C do in these assays?
Tn6 DDE FP: 2; UHRF1 binding: 0; ARFGAP1 inhibitor: 1; KLK7 zymogen act: 0.3; PLCg1 inh: 1; HGIII-sPLA2 inh: 5; PLC-beta3 inh: -15; ASAP1 inh: -9; DDE Tn7 FP inh: 4; NR1D1 modulator: 2

Results for Cc1cc([N+](=O)[O-])nn1CC(=O)N/N=C/c1ccc(O)cc1O ?
Tn6 DDE FP: 1; UHRF1 binding: -3; ARFGAP1 inhibitor: 15; KLK7 zymogen act: -0.9; PLCg1 inh: 1; HGIII-sPLA2 inh: -16; PLC-beta3 inh: -6; ASAP1 inh: -5; DDE Tn7 FP inh: -1; NR1D1 modulator: -3

Results for O=C(/C=C/c1cccc(F)c1)N1CCc2ccccc21 ?
Tn6 DDE FP: 5; UHRF1 binding: -3; ARFGAP1 inhibitor: 0; KLK7 zymogen act: -12; PLCg1 inh: -2; HGIII-sPLA2 inh: -3; PLC-beta3 inh: -5; ASAP1 inh: 5; DDE Tn7 FP inh: -5; NR1D1 modulator: 0

Results for O=C1CN(S(=O)(=O)c2cc(C(F)(F)F)ccc2Cl)CCN1 ?
Tn6 DDE FP: 1; UHRF1 binding: 19; ARFGAP1 inhibitor: -4; KLK7 zymogen act: 0.5; PLCg1 inh: 1; HGIII-sPLA2 inh: -4; PLC-beta3 inh: -3; ASAP1 inh: -12; DDE Tn7 FP inh: 7; NR1D1 modulator: 1

Screens (PubChem)
